IL2 activator: activates IL-2 in a cell-based reporter assay; 360,000 tested, 0.065% active; activation, % (series mostly up to about 46 µM); IL-2 activation reporter assay, cell-based qHTS; stimulated with anti-CD3/CD4/CD28 beads; in transgenic mouse T cells; in the data active = activation above about 50%; inconclusive = mostly about 30% to 49%; also: 0% is about no effect
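Readout is EGFP and DsRed signal by fluorescent plate cytometry after 18 h at 37 degrees C. Transgenic mouse T cells (750/well) received compound for 60 min before bead stimulation (anti-CD3, anti-CD4, anti-CD28); memory T cells served as non-tolerant control.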
PLK1 PBD block: inhibitors of human PLK1 polo-box domain binding; P53350; Plk1 PBD binding of FITC phosphopeptide, fluorescence polarization; Potency, µM, inactives show max response, negative = inhibition, usual class: inhibitors; 360,000 tested, 2.8% active; AID 720504; also: potency is read from the fitted curve at half-maximal effect; series mostly up to about 57 µM; % is scaled to controls: 0 for no effect and ±100 for the full control effect; nearly all actives have a fitted effect of over 65% in size
HEK293 tox: cytotoxicity in counter-screen for GLP-1R inverse agonists | HEK293 cAMP-luciferase reporter cells, luminescence, 24 h | Potency, µM (titrated, usually from 38.3 µM), for the others: top-dose activity change, negative = inhibition, usual class: inhibitors | 410,000 tested, 0.13% active | AID 624418;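 also: loss of luciferase light is scored as toxicity; potency is read from the fitted curve at half-maximal effect; % is scaled to controls: 0 for no effect and ±100 for the full control effect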
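MLSMR compounds, 24 hr on cells at 37 deg C/5% CO2; luminescence after luciferase reagent (12 min RT). Inhibition counted as the undesired cytotoxic outcome.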
GLP1R ag: activates the human GLP-1 receptor; P43220; HEK293 GLP-1R CRE-luciferase, luminescence, 4-6 h; cells express a hypersensitive GLP-1R form; Potency, µM (series often up to 45.6 µM), for the others: at the highest dose activation, usual class: activators; 380,000 tested, 0.007% active; also: potency is read from the fitted curve at half-maximal effect; % of control where 0% means no effect
PI5P4Ka inh: PI5P4K alpha (human) kinase inhibition; PI5P4Kalpha enzyme, ADP-Glo luminescence, 60 min; hits give low values; max response, %; 330,000 tested, 1.2% active; AID 652105; active = max response of -50% or lower; inconclusive = between -30% and -50%; inactive = -30% or higher; also: value at the top dose of about 77 µM; % is scaled to controls: 0 for no effect and ±100 for the full control effect
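PI5P4Kalpha ADP-Glo assay; 5 microM ATP final; 60 min RT reaction; HEPES pH 7.4/EGTA/CHAPS, 5% DMSO; controls lacking substrate or enzyme; luminescent end-point.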
GLP-1R inv ag: GLP-1 receptor (human) inverse agonism; Potency, µM (highest dose often 38.3 µM), for inactives: top-dose activity change, negative = inhibition, most hits filed as inhibitors; HEK293 GLP-1R CRE-luciferase, luminescence, 24 h; GLP-1R form is constitutively active; 410,000 tested, 1.6% active; AID 624417; also: potency is read from the fitted curve at half-maximal effect; % is scaled to controls: 0 for no effect and ±100 for the full control effect; nearly all actives have a fitted effect of over 55% in size
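HEK293 cells stably co-expressing a cAMP-responsive luciferase reporter and constitutively active GLP-1R were seeded, incubated 12 h, then exposed to compounds for 24 h at 37 C. Luminescence was read 12 min after detection reagent; inverse agonists lower signal.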
D3 antag: blocks the human D3 dopamine receptor | D3R cells, DiscoveRx beta-arrestin luminescence, antagonist mode; hits give low values | max response, negative = inhibition, % | 360,000 tested, 2.5% active | AID 652054; in the data active = max response below about -50%; inconclusive = no clear call, values can overlap the other calls; also: % is scaled to controls: 0 for no effect and ±100 for the full control effect; mostly tested at two doses, the higher about 12 µM
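Cells plated overnight at 1500 cells/well, then exposed to library compounds with dopamine controls for 90 minutes at 37 degrees C. DiscoveRx reagent added for 30–60 minutes at room temperature; luminescence read, quantitative HTS format.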
WRN helicase inh: inhibitors of human WRN helicase; 360,000 tested, 0.46% active; Q14191; Potency, µM (highest dose often 114 µM), for the others: at the top dose activity change, negative = inhibition, actives largely listed as inhibitors; WRN helicase unwinding, fluorescent forked duplex, kinetic; also: potency is read from the fitted curve at half-maximal effect; % is scaled to controls: 0 for no effect and ±100 for the full control effect; nearly all actives have a fitted effect of over 55% in size
Target sequence (Q14191 whole entry, looked up): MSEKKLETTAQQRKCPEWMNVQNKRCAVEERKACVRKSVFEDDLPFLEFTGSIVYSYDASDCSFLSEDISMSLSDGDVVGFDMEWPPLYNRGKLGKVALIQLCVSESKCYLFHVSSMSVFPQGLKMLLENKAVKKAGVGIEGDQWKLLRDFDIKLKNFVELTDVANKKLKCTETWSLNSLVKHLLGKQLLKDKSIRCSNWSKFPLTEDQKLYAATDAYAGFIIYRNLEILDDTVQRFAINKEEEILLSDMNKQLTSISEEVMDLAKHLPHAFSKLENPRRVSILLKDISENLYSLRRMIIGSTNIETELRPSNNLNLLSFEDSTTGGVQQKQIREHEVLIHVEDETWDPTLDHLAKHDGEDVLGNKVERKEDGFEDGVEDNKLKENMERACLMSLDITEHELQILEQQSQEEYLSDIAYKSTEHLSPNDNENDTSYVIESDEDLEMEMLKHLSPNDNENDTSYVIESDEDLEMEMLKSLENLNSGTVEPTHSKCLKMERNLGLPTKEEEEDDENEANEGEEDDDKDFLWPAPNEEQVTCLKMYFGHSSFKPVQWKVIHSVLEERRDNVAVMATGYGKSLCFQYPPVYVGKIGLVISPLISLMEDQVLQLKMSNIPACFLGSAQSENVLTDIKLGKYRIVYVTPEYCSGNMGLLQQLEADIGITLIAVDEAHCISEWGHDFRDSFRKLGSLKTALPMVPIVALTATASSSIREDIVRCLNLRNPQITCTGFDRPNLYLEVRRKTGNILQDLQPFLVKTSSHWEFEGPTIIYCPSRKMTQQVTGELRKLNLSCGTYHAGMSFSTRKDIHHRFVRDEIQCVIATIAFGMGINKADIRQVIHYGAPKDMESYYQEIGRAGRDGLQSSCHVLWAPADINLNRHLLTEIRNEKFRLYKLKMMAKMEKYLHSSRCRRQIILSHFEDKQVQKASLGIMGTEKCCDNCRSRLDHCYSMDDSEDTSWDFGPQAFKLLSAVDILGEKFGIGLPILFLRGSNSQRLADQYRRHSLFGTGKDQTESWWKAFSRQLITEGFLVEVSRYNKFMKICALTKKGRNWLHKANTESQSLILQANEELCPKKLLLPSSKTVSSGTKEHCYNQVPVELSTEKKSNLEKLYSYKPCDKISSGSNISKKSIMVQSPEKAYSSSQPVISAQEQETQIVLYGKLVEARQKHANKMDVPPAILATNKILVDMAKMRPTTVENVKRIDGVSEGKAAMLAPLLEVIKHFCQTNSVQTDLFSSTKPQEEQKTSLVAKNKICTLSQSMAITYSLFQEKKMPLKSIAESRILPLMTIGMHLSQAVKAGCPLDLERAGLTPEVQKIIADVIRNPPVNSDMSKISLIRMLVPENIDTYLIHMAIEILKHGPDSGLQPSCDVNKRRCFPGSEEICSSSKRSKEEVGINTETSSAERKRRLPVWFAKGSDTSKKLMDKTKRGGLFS
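Fluorescence dequenching readout, ex 525 nm/em 598 nm, kinetic mode: forked duplex DNA (100 nM final) with adjacent fluorophore and quencher unwound by WRN (20 nM final) with 2 mM ATP. Compound preincubation 15 min, room temperature.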
DRD3 agonist: activates the human D3 dopamine receptor. 410,000 tested, 0.58% active. max activation, %. P35462. AID 652048. D3R DiscoveRx beta-arrestin cells, luminescence, 90 min; in the data active = max activation above about 30%; also: 0% is about no effect; mostly tested at two doses, the higher about 12 µM
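Cells at 1500/well, incubated overnight, then treated with pinned compounds (dopamine as control) for 90 min at 37 degrees C. DiscoveRx reagent added for 30 - 60 minutes at room temperature; luminescence read.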
Starred values were filed as active, the others as inactive; u = inconclusive; x = not tested or not shown; [ ] = dose if it differs, or a comment. Unless noted, calls follow the shape of the dose curve; as a rule, active = well fitted curve in the direction sought with a large enough effect; inconclusive = small, poorly fitted or top-dose-only effect, or another doubt; inactive = no such curve, though single readings can be large; an effect the other way counts as inactive or inconclusive.

nr	SMILES	IL2 activator	PLK1 PBD block	HEK293 tox	GLP1R ag	PI5P4Ka inh	GLP-1R inv ag	D3 antag	WRN helicase inh	DRD3 agonist
1	CN(C)S(=O)(=O)c1ccc(C(=O)N2CC(=O)Nc3ccc(F)cc3C2c2ccc(F)cc2)cc1 (configuration not stated)	-1.9	4%	-14%	6%	-2	5%	-4	-5%	7
2	COc1cccc(C(=O)Nc2ccc3c(c2)OC[C@H](C)N(C(=O)C2CCCC2)C[C@@H](C)[C@@H](OC)CN(C)C3=O)c1	0.6	1%	2%	x	3	4%	4	-3%	-3
3	CC(Oc1ccccc1C(N)=O)C(=O)Nc1ccc(S(=O)(=O)N2CCCC2)cc1 (configuration not stated)	2.5	2%	0%	13%	4	38%	4	-9%	0
4	O=C(CN(Cc1ccccc1Cl)C(=O)CNS(=O)(=O)c1ccc(F)cc1)NCC1CCCO1 (configuration not stated)	-1.9	-16%	15%	6%	2	12%	-9	-11%	-8
5	COc1ccc(S(=O)(=O)NCC2CCCO2)cc1NC(=O)c1ccccc1F (configuration not stated)	-0.4	-10%	10%	6%	1	7%	-18	1%[57.1 µM]	-8
6	COc1cccc(NC(=O)C(C)Sc2nnc(C3CC3)n2C2CC2)c1 (configuration not stated)	0.1	-3%	-5%	0%	-1	2%	-13	2%	-3
7	COCCCn1c(SCC(=O)N2CCCCC2C)nnc1-c1ccco1 (configuration not stated)	-0.2	-10%	-3%	-2%	x	2%	9	-2%	-1
8	CCC(C)(C(=O)NC1CCCC1)N(CC1CCCO1)C(=O)c1ccc2c(c1)OCO2 (configuration not stated)	-3.9	-8%	-3%	-5%	2	2%	-6	4%	-7
9	CCCCOc1ccc(C(=O)Oc2cccnc2)cc1	-3.3	-6%	2%	0%	14	-1%	1	-10%	-6
10	CCN(CC)CCOC(=O)c1ccc(NC(=O)COc2cc(=O)n(CC)c3ccccc23)cc1	0.4	-1%	6%	7%	x	1%	11	12%	25
11	O=S(=O)(NCCSc1ccccn1)c1ccc(Cl)cc1	-1.1	1%	8%	6%	1	-2%	0	-1%	6
12	O=C(CSc1nc(-c2ccc(F)cc2)cs1)N1CCN(C(=O)c2ccco2)CC1	-2.9	-10%	-17%	-1%	0	10%	21	9%	0
13	N#Cc1ccsc1NC(=O)CN(Cc1ccccc1)Cc1ccccc1	0.2	-10%	13%	2%	-3	u	-11	0%	-1
14	Cc1cccc(OCC(=O)Nc2ccc3nc(C)sc3c2)c1	-0.4	-21%	2%	0%	4	10%	-2	5%	1
15	CCOC(=O)c1c(NC(=O)CSc2nnc(-c3c[nH]c4ccccc34)n2CC)sc2c1CCCC2	-3.3	-1%	8%	3%	1	-11%	4	-4%	6
16	CCOc1ccc(-n2cc(C(=O)Nc3cccc(Cl)c3)c3cc(OC)c(OC)cc3c2=O)cc1	-3.8	0%	-27%	6%	9	u	29	-7%	1
17	CNC(=O)c1cccc2cccc(Sc3ccccc3C(=O)O)c12	-0.2	-3%	-5%	6%	-1	11%	-23	10%	1
18	CCc1ccccc1OCC(=O)N(CC)CC(=O)NCc1ccc(F)cc1	-1.4	-2%	1%	2%	9	-20%	-15	4%	0
19	COc1cc(C(C)=O)ccc1OCc1cc(C(=O)N(C)CCC2CCCCO2)no1 (configuration not stated)	0.9	-1%	-5%	9%	-8	20%	-19	4%	2
20	CCC(=O)N1N=C(c2ccc(Cl)cc2)CC1c1ccco1 (configuration not stated)	-1.3	-1%	0%	19%	0	u	-6	-2%	-3

2 of the compounds above, screen by screen.
(15) CCOC(=O)c1c(NC(=O)CSc2nnc(-c3c[nH]c4ccccc34)n2CC)sc2c1CCCC2
(16) CCOc1ccc(-n2cc(C(=O)Nc3cccc(Cl)c3)c3cc(OC)c(OC)cc3c2=O)cc1

compound no.	15	16
IL2 activator	-3.3	-3.8
PLK1 PBD block	-1%	0%
HEK293 tox	8%	-27%
GLP1R ag	3%	6%
PI5P4Ka inh	1	9
GLP-1R inv ag	-11%	u
D3 antag	4	29
WRN helicase inh	-4%	-7%
DRD3 agonist	6	1

Carrying on:
nr	SMILES	IL2 activator	PLK1 PBD block	HEK293 tox	GLP1R ag	PI5P4Ka inh	GLP-1R inv ag	D3 antag	WRN helicase inh	DRD3 agonist
21	CCc1cccc(N(CC(=O)NCc2ccc(F)cc2)C(=O)c2csnn2)c1	-0.4	-24%	1%[7.66 µM]	5%	0	-2%[7.66 µM]	9	-6%	0
22	O=C(Nc1ccccc1N1CCCCC1)c1cccc([N+](=O)[O-])c1	-1.1	-2%	21%	12%	20	u	16	-10%	2
23	Cc1cccc(Cn2c(=O)n(CCc3ccccc3)c(=O)c3sc4ccccc4c32)c1	x	x	-2%	1%	x	14%	x	x	1
24	CC(=C\c1ccccc1)/C=C1/SC(=S)N(CCC(=O)O)C1=O	1.5	-30%	-1%	-4%	-10	6%	1	-5%	2
25	CCOC(=O)c1nn(-c2sc(C(=O)OC)c(C)c2C(=O)OC)cc1O	0.8	1%	-5%	2%	x	8%	15	-7%	1
26	O=C(O)c1ccccc1Cc1ccc(F)c2ccccc12	1.9	-10%	4%	-3%	1	-25%	u	3%	0
27	COc1ccc(C2(CNC(=O)CCC(=O)O)CCCC2)cc1	2.4	3%	-10%	-7%	2	3%	-22	-1%	1
28	COc1ccc(-c2ccc3c(c2)S(=O)(=O)c2cccc(C(=O)NCc4ccccc4Cl)c2C3=O)cc1OC	-3.7	-16%	0%	-1%	-3	15%	-10	-32%[11.6 µM]	3
29	Cc1ccc(-c2nnc(Nc3ccccc3)c3ccccc23)cc1S(=O)(=O)NCC1CCCO1 (configuration not stated)	-0.1	-9%	-19%	-5%	x	-4%	-29	-10%	-4
30	CC(C(=O)N1CCC(C(N)=O)CC1)N(c1ccc(Oc2ccccc2)cc1)S(C)(=O)=O (configuration not stated)	-1.5	-6%	0%	-15%	x	0%	-1	4%	4
31	Cc1cc(C(=O)NC2CC(C)(C)Cc3c2cnn3-c2cccc(F)c2)n(C)n1 (configuration not stated)	-5.0	0%	-4%	-2%	-1	-21%	1	-24%	-4
32	CN(C(=O)c1cncc(Br)c1)c1c(N)n(Cc2ccccc2)c(=O)[nH]c1=O	0.4	-9%	13%	7%	-7	2%	-8	3%	2
33	CN1c2ccccc2C(=O)/C(=C\Nc2ccc(F)cc2F)S1(=O)=O	7.2	2%	7%	1%	-4	3%	-13	1%	20
34	Cc1ccc(N2CC(C(=O)Nc3ccccn3)CC2=O)cc1 (configuration not stated)	-0.2	-2%	-4%	-9%	2	9%	31	-7%	1
35	Cc1cc(C(=O)NC2CCCCC2)on1	0.0	-1%	2%	3%	3	-3%	-12	-4%	-9
36	Cc1ccccc1-n1c(SCC(=O)c2cc(C)n(C)c2C)nnc1-c1cccnc1	0.2	-7%	u	1%	0	u	-1	-4%	-3
37	Cc1cc(-c2ccco2)c(C#N)c2nc3ccccc3n12	0.6	-26%	219%[activator]	-1%	u	108%[activator]	3	-35%	0
38	CC(=O)N/C(=C/c1ccccc1)c1ccccc1	0.8	4%	-1%	3%	0	10%	4	4%	27
39	COc1ccc(CCNC(=O)C2CCCN(Cc3nc(-c4ccccc4C)oc3C)C2)cc1OC (configuration not stated)	0.0	-1%	-7%	12%	x	0%	-5	7%	4
40	Cc1csc(NC(=O)c2c(-c3c(Cl)cccc3Cl)noc2C)n1	-0.5	-16%	6%	1%	-8	11µM*	-7	-3%	-9
41	O=C(CCN1C(=O)c2ccccc2C1=O)Nc1ccc(-c2nc3ccccc3o2)cc1	-1.5	-13%	-2%	-3%	-11	-3%	59	-20%	3
42	COC(=O)c1ccccc1NC(=O)CSc1ccccn1	0.3	-7%	-11%	11%	8	12%	1	8%	11
43	COC(=O)CN(C#N)c1nc(C)cc(C)n1	-2.5	-5%	29%	0%	-7	64%[activator]	0	-4%	6
44	O=C(c1ccccc1NS(=O)(=O)c1ccccc1[N+](=O)[O-])N1CCCC1	2.4	-21%	-6%	-14%	-5	12%	15	-27%	-3
45	O=Cc1cn(-c2ccccc2)nc1-c1ccccc1	-2.5	-1%	-21%	0%	0	u	-6	5%	0
46	CCOc1ccc(/C=N/NC(=O)CN2CCSCC2)cc1	0.6	-3%	74%[activator]	7%	3	5%	4	-14%	0
47	CCC(=O)N1CCN(c2cc(N3CCCC3)c(F)cc2[N+](=O)[O-])CC1	-0.3	-21%	u	-5%	4	27%	-22	-2%	-4
48	CCCCCSc1nnc(N)s1	0.0	4%	2%	7%	-3	23%	7	5%	0
49	CC(C)CCN(CC(=O)NCc1ccc(F)cc1)S(=O)(=O)c1ccccc1F	-0.2	-4%	22%	16%	1	u	19	-3%	-2
50	CCN(CC)C(=S)SCC(=O)c1ccccc1	-0.5	-8%	0%	-3%	x	3%	-10	-8%	-5
51	COc1ccc(C2CC(=O)N(C)c3ccccc3S2)cc1OC (configuration not stated)	-0.7	0%	3%	31%	2	192%[activator]	2	1%	0
52	O=C(O)C1C2C=CC(CC2)C1C(=O)O (configuration not stated)	-0.8	u	10%	2%	-22	18%	6	u	-1
53	C(COC1CC2CC1C1C2CC2OC21)OC1CC2CC1C1C2CC2OC21 (configuration not stated)	-2.1	-9%	59%	10%	-1	11%	-11	1%	-11
54	O=C1N(CN2CCOCC2)c2ccccc2C12OCC(CCl)O2 (configuration not stated)	-3.0	-2%	19%	-1%	1	12%	3	-1%	3
55	O=C(Cc1ccccc1)N/N=C/c1ccccc1Cl	-0.5	1%	-9%	5%	x	-20%	9	-4%	-17
56	O=C(CCCCl)Nc1c2c(nn1-c1ccccc1)CSC2	-0.9	-10%	-1%	0%	0	11%	-1	-5%[57.1 µM]	0
57	COc1cccc(CNC(=O)c2c(C)nn(-c3ccccc3)c2C)c1	-2.3	-16%	-5%	17%	-8	7%	-6	-2%	4
58	O=C(COC(=O)Cc1n[nH]c(=O)c2ccccc12)NNC(=O)c1ccc(Br)cc1	0.8	4%	-4%	6%	-1	0%	u	9%	1
59	COC(=O)c1ccc(Oc2nc(N(C)C)nc(N3CCOCC3)n2)cc1	-2.9	2%	0%	1%	12	2%	23	-4%	-7
60	N#Cc1ccccc1OCC(=O)OCC(=O)c1ccc2c(c1)NC(=O)CO2	-1.4	-3%	0%	-2%	-1	4%	-14	-4%	-3
